ERG Ets-DNA blk = inhibitors of human ERG Ets domain-DNA interaction; fluorescence polarization, His-ERG Ets domain / labelled DNA; Potency, µM (doses to about 76.9 µM), inactives show at the top dose FP activity, negative = inhibition, hits mostly inhibitors; P11308; hit rate 0.028% among 370,000; active = well fitted inhibition curve with a large enough effect in the polarisation, with a control signal flat; inconclusive = small, poorly fitted or top-dose-only effect, or effect the other way, or a change in a side signal; inactive = no such curve, though single readings can be large or run the other way; the % refers to the polarisation;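 also: polarization taken with two DNA probes labelled with fluorescein and Texas red; potency is read from the fitted curve at half-maximal effect; % of control where 0% means no effect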
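His-tagged ERG Ets domain (1 uM in the protein solution; 300mM KCl, 50mM Tris-HCl, 1mM EDTA, 1mM DTT, pH 7.5) received compound, then a probe mix of 5 nM fluorescein-DNA and 100nM Texas-615-DNA. Fluorescence polarization was read for both dyes.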
Vif-APOBEC3F blk = blocks the Vif interaction with APOBEC3F; HeLa A3F-eYFP + Vif (tagged APOBEC3F with the HIV-1 protein that degrades it), YFP fluorescence increase; Potency, µM (doses to about 46.1 µM), without a hit: at the top dose activity, negative = active; hit rate 0.2% among 390,000; AID 602313; also: potency is read from the fitted curve at half-maximal effect; % of control where 0% means no effect; nearly all actives have a fitted effect of over 65% in size
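HeLa cells stably expressing A3F-eYFP plus Vif, plated and incubated overnight at 37 deg C, then exposed to compounds overnight at 37 deg C. Blocked degradation read as raised yellow fluorescence (Ex 488/Em 500-530).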
RGS4 inh = human RGS4 inhibition | AID 504845 | Transcreener GDP fluorescence polarization, RGS4-accelerated GTP hydrolysis | P49798 | Potency, µM (titrated, usually from 114 µM), without a hit: at the top dose activity change, negative = inhibition, actives largely listed as inhibitors | hit rate 0.039% among 390,000; also: potency is read from the fitted curve at half-maximal effect; % is scaled to controls: 0 for no effect and ±100 for the full control effect; nearly all actives have a fitted effect of over 75% in size; some results filed as inactive show a strong effect at the top dose
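MLSMR compounds (23 nl, pin-transferred) preincubated 10 min at room temperature with a 500nM (2x) first reagent, then RGS4 at 900nM (2x) plus Transcreener GDP mix added; fluorescence polarization (620/688 nm) read before and after 90 min at 30 °C.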
Vif-A3G inh = inhibitors of Vif-APOBEC3G interaction; Q9HC16; HeLa A3G-eYFP + Vif (tagged APOBEC3G with the HIV-1 protein that degrades it), YFP fluorescence, overnight; Potency, µM (titrated, usually from 46.1 µM), without a hit: top-dose activity, negative = active, actives largely listed as inhibitors; hit rate 0.076% among 410,000;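 also: potency is read from the fitted curve at half-maximal effect; % is scaled to controls: 0 for no effect and ±100 for the full control effect; nearly all actives have a fitted effect of over 60% in size; hits raise eYFP signal because A3G escapes Vif-driven loss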
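HeLa cells stably expressing Vif and C-terminally eYFP-tagged A3G, seeded overnight at 37 deg C, then exposed to compound by pintool overnight at 37 deg C. Rise in yellow fluorescence (Ex 488/Em 500-530, Acumen) marks blocked Vif-driven A3G degradation.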
D2 ag = agonists of human D2 dopamine receptor. P14416. HEK293 T-REx D2 cells, calcium flux agonist mode. activation, % at 2 µM. hit rate 0.53% among 340,000. AID 485358;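 active = activation over 3 SD above normal in the single-dose calcium agonist read, cut at about 30% in these data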; also: 0% is about no effect
Target sequence (P14416 whole entry, looked up): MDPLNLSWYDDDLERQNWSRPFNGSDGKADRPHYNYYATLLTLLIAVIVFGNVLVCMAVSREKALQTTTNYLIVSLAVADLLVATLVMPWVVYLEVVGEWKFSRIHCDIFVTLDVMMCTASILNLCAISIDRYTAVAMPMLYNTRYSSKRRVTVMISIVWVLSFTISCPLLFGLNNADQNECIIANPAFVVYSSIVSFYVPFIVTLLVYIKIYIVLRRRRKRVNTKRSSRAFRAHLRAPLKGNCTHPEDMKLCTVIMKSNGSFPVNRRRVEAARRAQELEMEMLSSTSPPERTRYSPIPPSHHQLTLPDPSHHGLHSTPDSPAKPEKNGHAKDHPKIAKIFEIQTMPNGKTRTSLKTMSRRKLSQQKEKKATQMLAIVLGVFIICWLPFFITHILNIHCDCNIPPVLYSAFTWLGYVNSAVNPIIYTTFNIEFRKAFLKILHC
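Tetracycline-induced HEK293 Trex cells with D2 receptor force-coupled to calcium signaling, plated overnight at 30 C and loaded with no-wash calcium dye. Calcium flux read kinetically for 180 s after compound addition; responses flag agonists.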
ALOX12 inh = blocks human arachidonate 12S-lipoxygenase | P18054 | purified 12hLO, xylenol orange hydroperoxide absorbance | Potency, µM (highest dose often 108 µM), without a hit: at the highest dose activity change, negative = inhibition, most hits filed as inhibitors | hit rate 1.1% among 580,000 | AID 1671190; also: potency is read from the fitted curve at half-maximal effect; % is scaled to controls: 0 for no effect and ±100 for the full control effect
Target sequence (P18054 whole entry, looked up): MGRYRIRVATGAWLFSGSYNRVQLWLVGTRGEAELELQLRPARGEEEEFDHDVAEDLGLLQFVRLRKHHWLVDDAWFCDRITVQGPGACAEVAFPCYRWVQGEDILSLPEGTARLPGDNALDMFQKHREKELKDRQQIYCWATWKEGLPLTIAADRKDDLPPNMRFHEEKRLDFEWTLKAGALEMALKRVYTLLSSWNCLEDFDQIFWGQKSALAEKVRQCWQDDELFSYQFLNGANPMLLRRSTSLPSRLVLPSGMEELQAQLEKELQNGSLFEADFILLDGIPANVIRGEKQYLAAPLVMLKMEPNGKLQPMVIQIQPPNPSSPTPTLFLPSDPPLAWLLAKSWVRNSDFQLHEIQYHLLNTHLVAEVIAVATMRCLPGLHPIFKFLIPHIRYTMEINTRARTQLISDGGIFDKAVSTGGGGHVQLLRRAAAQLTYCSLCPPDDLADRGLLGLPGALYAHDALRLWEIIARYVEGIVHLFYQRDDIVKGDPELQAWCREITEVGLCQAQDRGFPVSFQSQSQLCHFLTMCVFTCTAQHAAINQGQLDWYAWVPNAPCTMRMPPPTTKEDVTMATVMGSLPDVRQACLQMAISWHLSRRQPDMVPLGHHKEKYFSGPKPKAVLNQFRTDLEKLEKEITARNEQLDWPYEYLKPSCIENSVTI
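Hydroperoxide product was detected by ferrous iron/xylenol orange as the 573 to 405 nm absorbance ratio. Arachidonic acid at 40 uM (final) was turned over for 30 min at room temperature by 150 nM human 12hLO, pH 7.0 Hepes buffer, after 15 min compound preincubation.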
D2 antag = D2 dopamine receptor (human) antagonism; HEK293 TREx D2 cells, calcium flux, dopamine EC80; inhibition, % at 10 µM; hit rate 2% among 340,000; in the data active = inhibition above about 30%; also: 0% is about no effect
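HEK293 T-REx D2 cells, tet-induced, calcium dye no-wash. Cpd pintool add, 180 s kinetic, then EC80 DA, 180 s kinetic. Ca flux read.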
GRP78 ERSR act = ER stress response induction in glioma. Potency, µM, for inactives: at the top dose activation, actives largely listed as activators. hit rate 0.02% among 420,000. U87-MG GRP78 promoter luciferase reporter, 16 h; also: potency is read from the fitted curve at half-maximal effect; series mostly up to about 76 µM; % of control where 0% means no effect; nearly all actives have a fitted effect of over 35% in size
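Stably transfected U87-MG glioma cells carrying a GRP78-based luciferase sensor; 16 h compound incubation. Luminescence end-point read 10 min after Bright-Glo addition at room temperature.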
LDHA inh = inhibitors of human lactate dehydrogenase A | P00338 | purified LDHA, NADH/diaphorase-resazurin fluorescence; active compounds read low | activity change, % (values are at about 110 or 230 µM) | hit rate 0.15% among 480,000 | AID 1347041; in the data active = activity change below about -30%; inconclusive = mostly about -25% to -30%;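 also: plate controls were DMSO wells for no effect and wells without enzyme for full effect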
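Human LDH5 (2 nM) was incubated with 0.06 mM NADH and 0.2 mM pyruvate for 5 min at room temperature in Tris pH 7.4. Remaining NADH was coupled through diaphorase/resazurin, and resorufin fluorescence was read at 0 and 20 min.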
* hit, by the source's call; ? = inconclusive; . = no result given; & = joins results of further samples; [ ] = dose if it differs, or a comment. Unless noted, calls follow the shape of the dose curve; as a rule, active = well fitted curve in the direction sought with a large enough effect; inconclusive = small, poorly fitted or top-dose-only effect, or another doubt; inactive = no such curve, though single readings can be large; an effect the other way counts as inactive or inconclusive. The list is partial (hit frequency here may not be typical).

Each structure is followed by: ERG Ets-DNA blk, Vif-APOBEC3F blk, RGS4 inh, Vif-A3G inh, D2 ag, ALOX12 inh, D2 antag, GRP78 ERSR act, LDHA inh
Cc1ccc(N=C2C(=O)Nc3c(C)cccc32)cc1
 : 0%, 0%, -40%, 0%, 0.0, 0%, 4, 7%, 3
CN(CC(=O)NCCc1ccccc1)S(=O)(=O)c1cnc[nH]1
 : -3%, -7%, -1%, 1%, 0.6, 1%, 11, -2%, 0
O=[N+]([O-])c1cccc(C=NN2CCCCCC2)c1
 : -4%, -5%, -5%, 6%, ., -4%, ., -2%, -5
CN(C)Cc1c(O)ccc2c(=O)c(-c3ccccc3Cl)coc12
 : 15%, 4%, -8%, 1%, 1.2, ?, 10, 0%, -3
Cc1ccc(C2=NS(=O)(=O)N(C)C(C(=O)NCc3cccs3)=C2)cc1
 : 1%, 7%, 4%, 6%, -0.4, 27%, 6, 0%, -2
CN(C)S(=O)(=O)c1ccc(NCC2COc3ccccc3O2)c([N+](=O)[O-])c1 (stereo not drawn)
 : 4%, 5%, ?, -1%, 1.6, -12%, 0, 2%, -10
CC1(C(=O)NS(=O)(=O)c2ccc(F)cc2F)CCN1C(=O)C1(c2ccc(Cl)cc2)CC1 (stereo not drawn)
 : ., ., ., 2%, ., ?, ., 1%, 1
COc1ccc(C)cc1NC(=O)CN1CCN(c2ccc(F)cc2)CC1
 : -2%, -12%, -6%, -4%, ., 316%[activator], ., -4%, 3
Fc1ccc(-c2csc(Nc3ccccn3)n2)cc1
 : 10%, -6%, -20%, 2%, ., ?, ., -1%, 0&2
COc1cc(NC(=O)CSc2nc3c(c(=O)[nH]2)CCCC3)cc(OC)c1OC
 : 10%, 8%, -25%, 2%, -1.3, 0%, 6, -5%, 2
COc1ccc(-c2ccc(SCC(=O)c3ccc(F)cc3)nn2)cc1OC
 : 7%, -3%, -44%, -5%, -9.5, -3%, 2, -2%, -4
COc1cc(C2C3=C(CC(C)(C)CC3=O)OC3=C2C(=O)CC(C)(C)C3)cc([N+](=O)[O-])c1O
 : 15%, ?, -36%, -1%, -0.6, -6%, 10, 1%, 10
NCCNC(=O)Cc1ccc(NC(=O)Cc2ccc(Nc3ncnc4c3ncn4[C@@H]3O[C@H](CO)[C@@H](O)[C@H]3O)cc2)cc1
 : -8%, -3%, ?, 1%, 0.9, -11%&-5%, -5, -2%&5%, -12
O=C(Nc1sc2c(c1C(=O)NCc1ccco1)CCCC2)c1cc(=O)c2ccccc2o1
 : 0%, ., 21%, ., ., -7%, ., ., -8
Cc1cc2[nH]c(=O)c(=O)[nH]c2cc1S(=O)(=O)NCC(C)c1ccccc1 (stereo not drawn)
 : ., -1%, ., -2%, ., -17%, ., 2%, -3
CCOc1ccc(NC(=S)N(CCN2CCOCC2)Cc2cc3cc4c(cc3[nH]c2=O)OCO4)cc1
 : 2%, 0%, -11%[56.9 µM], 1%, 0.3, 0%, 1, -2%, 1
CCOc1ccc(C(=O)N(Cc2ccc(C(C)C)cc2)Cc2ccco2)cc1
 : 6%, -5%, 8%, -2%, 0.9, ?, ., -4%, 4
Cc1ccccc1-n1c(SCC(=O)NC2CC2)nc2ccccc2c1=O
 : ., -1%, ., -1%, ., 7%, ., -3%, -1
Cc1ccccc1-n1c(SCC(=O)NC(N)=O)nc2sc(-c3ccccc3)cc2c1=O
 : -5%, -14%, -18%, -6%, 0.5, -2%, -1, 2%, -5
O=C(Cc1ccccc1)n1nc(-c2ccco2)nc1SCc1ccccc1
 : -4%, -6%, -21%, 1%, 0.3, ?, -17, 4%, 4
CN(Cc1ccc(C(C)(C)C)cc1)C(=O)c1ccc2c(=O)n3c(nc2c1)CCC3
 : -12%, 6%, 0%, 0%, -0.2, 6%, -1, -4%, -2
O=C(Nc1c(Cl)cccc1Cl)c1cc(-c2ccc3c(c2)OCO3)on1
 : -1%, -5%, -8%, -7%, -0.2, -23%, ., -2%, -3
O=C(CN1CCCC1)Nc1ccc(NC(=O)Nc2ccccc2Cl)cc1
 : 12%, -5%, -3%, -2%, 2.2, 10%, 0, 2%, -2
CCCc1cc(=O)oc2c(C)c(OCC(=O)c3ccc(N4CCCC4)cc3)ccc12
 : 2%, -8%, 30%, 5%, 1.0, -5%, -9, -3%, -1
CCOc1ccc(-c2ncncc2-c2ccccc2OC)c(O)c1
 : ?, 2%, -23%[56.9 µM], -25%, 0.6, ?, -5, 2%, 9
O=C(c1cc([N+](=O)[O-])ccc1N1CCOCC1)N1CCN(S(=O)(=O)c2cc(Cl)ccc2Cl)CC1
 : 6%, ?, -16%, -2%, -0.2, -33%, 12, -5%, -4
CCOC(=O)c1ccc(Nc2nc3ccccc3nc2NS(=O)(=O)c2ccc(Cl)cc2)cc1
 : 0%, 7.1µM*, 10%, -27%, 0.5, -6%, ., -3%, -4
COc1ccc(C2/C=C\CNCC(=O)N2Cc2ccc(F)cc2)cc1 (stereo not drawn)
 : -2%, 6%, -31%&-12%, -5%&-3%, ., -3%, ., -3%&-5%, 0
Clc1ccc(-c2nnn(Cc3nc4ccccc4s3)n2)cc1
 : -17%, ., 19%, -4%, 0.6, -9%, 8, 6%, 1
CN(C(=O)COC(=O)c1ccc(Br)c(S(=O)(=O)N2CCOCC2)c1)C1CCCCC1
 : 3%, 9%, -5%, 3%, ., 13%, ., -5%, -4
Cc1nn(C)c(C)c1CNC(=O)Nc1ccc(Cl)cc1
 : -10%, -1%, -23%, -2%, -1.9, 2%, -5, 4%, -1
COc1ccccc1C(=O)Nc1ccc(-c2cc(C(F)(F)F)nn2-c2ccccc2)cc1
 : 4%, -2%, 4%, -14%, 1.0, -16%, ., -4%, 0
CCCCN(C(=O)CSc1nnc(Nc2ccccc2)s1)c1c(N)n(CCC)c(=O)[nH]c1=O
 : -10%, 8%, -1%[56.9 µM], 0%, 0.7, -9%, -7, 1%, -4
CC1=C(C(=O)Nc2cccc(F)c2)C2(CCCCCC2)OC1=O
 : 0%, 1%, 19%, -2%, 5.8, -29%, ., -2%, -19
CC(CC(=O)Nc1nncs1)c1ccccc1 (stereo not drawn)
 : -7%, -2%, 0%, 3%, 1.0, 0%, 27, -3%, -4
CCOC(=O)c1c[nH]c2c(C(F)(F)F)cccc2c1=O
 : -1%, 2%, -8%, -7%, 0.3, 16%, 14, -2%, -9
Cc1ccccc1S(=O)(=O)Cc1ccc(C(=O)NCCCN2CCCC(C)C2)o1 (stereo not drawn)
 : -9%, 0%, -20%, 1%, 0.8, -7%, 19, 0%, 0
Cn1c(Nc2ccc(F)cc2)nc2cc(-c3ccsc3)sc2c1=O
 : ., ., ., -3%, ., -14%, ., -5%, -11
COc1ccccc1N1CCN(C(=O)c2ccc(Br)o2)CC1
 : 4%, -12%, 16%, -5%, ., -28%, ., -2%, 0
O=C(COC(=O)c1ccc(CNS(=O)(=O)c2ccc(F)c(Cl)c2)cc1)NCC1CCCCC1
 : 10%, -9%, 8%, 1%, 69*, 20%, 18, -8%, -7

Next part.
| SMILES | ERG Ets-DNA blk | Vif-APOBEC3F blk | RGS4 inh | Vif-A3G inh | D2 ag | ALOX12 inh | D2 antag | GRP78 ERSR act | LDHA inh |
| --- | --- | --- | --- | --- | --- | --- | --- | --- | --- |
| CC1CCc2nc(NC(=O)Cc3cccs3)sc2C1 (stereo not drawn) | 0% | 1% | -4% | -7% | -0.2 | 6% | -30 | 6% | 4 |
| O=C(Nc1ccc(-c2ccccc2)cc1)c1ccco1 | -2% | ? | -17% | -4% | 1.0 | 48%[activator] | 9 | -3% | -6 |
| CCCCc1nc2ccccc2c(C(=O)O)c1C | -4% | -6% | 24% | 1% | 0.6 | -7% | -7 | 0% | -9 |
| CCOC(=O)Cn1c(=O)n(CC2CCCO2)c2nc(-c3cc(OC)ccc3OC)nc(C(N)=O)c21 (stereo not drawn) | -1% | 8% | 17% | 0% | -1.0 | -1% | . | -3% | -2 |
| CCc1nnc(NC(=O)c2ccccc2NC(=O)C2CCN(C(=O)c3ccco3)CC2)s1 | . | . | -22% | ? | . | . | . | -3% | 3 |
| Cc1cccc(N(CC(=O)N2CCN(C)CC2)S(=O)(=O)c2ccccc2)c1 | -7% | 0% | 21% | 2% | 0.1 | -59% | -4 | -3% | -3 |
| CCOC(=O)c1c(CS(=O)(=O)c2ccccc2)n(C)c2cc(Br)c(O)cc12 | 9% | -2% | 10% | 1% | -0.9 | 6% | 4 | -2% | -6 |

3 entries drawn at random from those above, as already listed:
| SMILES | ERG Ets-DNA blk | Vif-APOBEC3F blk | RGS4 inh | Vif-A3G inh | D2 ag | ALOX12 inh | D2 antag | GRP78 ERSR act | LDHA inh |
| --- | --- | --- | --- | --- | --- | --- | --- | --- | --- |
| CCOC(=O)c1c(CS(=O)(=O)c2ccccc2)n(C)c2cc(Br)c(O)cc12 | 9% | -2% | 10% | 1% | -0.9 | 6% | 4 | -2% | -6 |
| CC1CCc2nc(NC(=O)Cc3cccs3)sc2C1 (stereo not drawn) | 0% | 1% | -4% | -7% | -0.2 | 6% | -30 | 6% | 4 |
| CCCCc1nc2ccccc2c(C(=O)O)c1C | -4% | -6% | 24% | 1% | 0.6 | -7% | -7 | 0% | -9 |
